CHO-K1 Ca PAM: M1 PAM counterscreen hit in parental CHO-K1 cells. activation, % at 3 µM. AID 602247. 360,000 compounds, 0.02% hits. ATP EC20, Fluo-8 calcium fluorescence; 0% at ATP EC20, 100% at ATP max;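 active = activation above the run cutoff, the mean activation of all test compounds plus 3 SD, cut at about 40% in these data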;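 also: peak over basal fluorescence ratio in a 140 s read after ATP addition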
M5 PAM: potentiates acetylcholine response at human M5 receptor. P08912. CHO-K1 hM5, Fluo-8 calcium, ACh EC20 PAM; 0% = ACh EC20, 100% = ACh EC100. activation, % at 3 µM. 360,000 compounds, 0.3% hits. AID 624038;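 active = activation above the run cutoff, the mean activation of all test compounds plus 3 SD, cut at about 18% in these data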
Target sequence (P08912 whole entry, looked up): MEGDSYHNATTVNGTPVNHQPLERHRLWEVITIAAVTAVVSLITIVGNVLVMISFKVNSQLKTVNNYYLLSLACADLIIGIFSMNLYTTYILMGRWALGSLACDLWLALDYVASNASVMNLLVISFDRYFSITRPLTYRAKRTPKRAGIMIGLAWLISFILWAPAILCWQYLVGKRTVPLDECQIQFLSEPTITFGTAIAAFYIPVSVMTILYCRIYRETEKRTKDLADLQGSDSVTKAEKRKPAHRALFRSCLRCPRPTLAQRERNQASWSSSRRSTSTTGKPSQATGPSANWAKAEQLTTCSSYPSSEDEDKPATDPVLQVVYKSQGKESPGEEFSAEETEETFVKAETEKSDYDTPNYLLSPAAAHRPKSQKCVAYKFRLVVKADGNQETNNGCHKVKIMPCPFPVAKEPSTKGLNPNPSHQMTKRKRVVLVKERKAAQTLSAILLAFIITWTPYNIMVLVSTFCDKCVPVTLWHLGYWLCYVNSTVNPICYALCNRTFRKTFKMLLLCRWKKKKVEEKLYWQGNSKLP
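Assay system: CHO-K1 hM5 cells. Also added: acetylcholine at EC20 concentration, added after compound. Dosing: 3 µM, single dose. Times: compound preincubation 140 s before EC20 acetylcholine addition. Signal: Fluo-8 calcium fluorescence. Measure: % activation relative to EC20 and EC100 ACh responses. Repeats: singlicate, one well per test compound.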
M5 antag: blocks acetylcholine activation of human M5 receptor. P08912. inhibition, % at 3 µM. CHO-hM5 cells, Fluo-8 calcium fluorescence, ACh EC80. 360,000 compounds, 0.59% hits;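 active = inhibition above a per-plate cutoff, the mean of that plate's test compounds plus 3 SD, cut at about 27% in these data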;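 also: 0% = acetylcholine EC80 with DMSO and 100% = DMSO without agonist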
CHRM5 agonist: CHRM5 agonism in calcium assay; P08912; CHO-K1 hM5 cells, Fluo-8 calcium fluorescence; 0% DMSO wells, 100% maximal acetylcholine response; activation, % at 3 µM; 360,000 compounds, 0.19% hits;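 active = activation above the run's mean over test compounds plus 3 SD, cut at about 23% in these data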;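 also: signal is peak over basal fluorescence ratio across the kinetic read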
TAAR1 antagonist: human TAAR1 antagonism; Q96RJ0; CHO RD-HGA16 TAAR1, Fluo-8 calcium fluorescence, antagonist; inhibition, % at 3 µM; 360,000 compounds, 1.5% hits;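 active = inhibition above a per-plate cutoff, the mean inhibition of test compounds on that plate plus 3 SD, cut at about 49% in these data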;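 also: 0% = DMSO plus EC80 beta-PEA response and 100% = DMSO alone without agonist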
Target sequence (Q96RJ0 whole entry, looked up): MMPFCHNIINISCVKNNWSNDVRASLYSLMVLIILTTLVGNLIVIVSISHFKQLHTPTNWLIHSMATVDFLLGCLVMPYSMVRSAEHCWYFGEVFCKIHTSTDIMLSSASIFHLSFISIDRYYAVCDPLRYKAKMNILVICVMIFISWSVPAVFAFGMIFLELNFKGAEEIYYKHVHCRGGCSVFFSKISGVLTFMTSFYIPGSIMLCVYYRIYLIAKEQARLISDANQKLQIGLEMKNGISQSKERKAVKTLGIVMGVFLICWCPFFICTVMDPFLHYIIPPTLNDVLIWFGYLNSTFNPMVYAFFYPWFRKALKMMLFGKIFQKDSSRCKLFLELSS
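Test system: hTAAR1-expressing CHO RD-HGA16 cells, Gα16-coupled; Probe or stimulus: EC80 β-phenethylamine stimulus; Compound dosing: single nominal final test compound concentration of 3 µM; Timing: 140 s kinetic read after compound, 140 s after agonist; Signal: Fluo-8 calcium-sensitive fluorescence; Measure: % inhibition of agonist calcium response; Controls: DMSO and EC80 PEA controls.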
CHRM4 PAM: potentiates acetylcholine response at human M4 receptor; P08173; CHO-K1 hM4/Gqi5, Fluo-8 calcium fluorescence, ACh EC20; 0% = ACh EC20, 100% = maximal ACh; activation, % at 3 µM; 360,000 compounds, 0.4% hits; AID 624126;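 active = activation above its plate's cutoff, the mean activation of sample wells plus 3 SD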; also: some results filed as inactive read as strong as hits
CRFR2-BP antag: blocks CRF-induced signaling of the CRF-BP/CRF-R2 complex. inhibition, % at 11.8 µM. AID 588475. HEK293 CRF-R2/CRF-BP, CRF-induced calcium fluorescence. 350,000 compounds, 0.59% hits;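 active = inhibition of the ligand-induced calcium signal above about 50% at the single tested concentration, limit read from the data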
CRFR2-BP ag: agonists of human CRF-binding protein/CRF-R2 receptor complex | HEK293 CRF-R2/CRF-BP, calcium dye fluorescence (FLIPR); percent of saturating CRF peptide response | 350,000 compounds, 0.46% hits | activation, % at 13.2 µM | AID 588473;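 active = activation of at least 50%, plus an integration ratio under a set limit after plate pattern correction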;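 also: plate controls were neutral control wells without compound for no effect and CRF at EC100 for full effect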
TAAR1 agonist: human TAAR1 agonism; Q96RJ0; CHO RD-HGA16 TAAR1, Fluo-8 calcium fluorescence; vehicle wells 0%, saturating PEA agonist 100%; activation, % at 3 µM; 360,000 compounds, 0.99% hits; AID 624467;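 active = activation above the mean activation of all test compounds in the run plus 3 SD, cut at about 38% in these data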
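Assay system: CHO-derived RD-HGA16 cells with stable Gα16 and human TAAR1; timing: 17-24 h seeding, 75 min 37 °C dye, 30 min RT; read-out: % activation from peak over basal fluorescence ratio, DMSO-to-PEA scaled; measured by: kinetic Fluo-8 calcium fluorescence; benchmarks: low control DMSO, high control PEA (EC100); doses: 3 µM single concentration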
* hit, by the source's call; / = no result given. Random draw from the library, and some 4.2% of all compounds hit somewhere here.

SMILES	CHO-K1 Ca PAM	M5 PAM	M5 antag	CHRM5 agonist	TAAR1 antagonist	CHRM4 PAM	CRFR2-BP antag	CRFR2-BP ag	TAAR1 agonist
CC(C)(C)OC(=O)N1CCNc2ccccc2C1	15	1	0	-1	-21	-3	-8	1.5	11
O=C(NCCOc1ccccc1)C1C(=O)Nc2ccccc2C(=O)N1C1CCCCC1 (centres undefined)	/	-11	8	-1	-12	4	/	/	4
COc1ccc(CNC(=O)CCN2C(=O)c3ccccc3C2=O)cc1OC	-11	-1	7	0	-7	-6	1	0.5	-1
CN(C(=O)COC(=O)CSCc1cccc(Cl)c1)c1c(N)n(Cc2ccccc2)c(=O)[nH]c1=O	20	-4	4	1	11	12	-11	4.3	1
CC(C)(C)n1nnnc1C(c1ccncc1)N1CCCCCC1 (centres undefined)	19	-5	3	-2	-40	0	10	-1.1	10
COc1cc(C2CC(=O)Nc3cc(C)c(C)cc32)cc(OC)c1OC (centres undefined)	29	3	1	0	-8	-2	13	-1.7	5
Nn1cc(-c2ccccc2)nc1SCC(=O)Nc1cccc(S(N)(=O)=O)c1	16	-3	8	-2	0	-8	1	-1.0	0
O=S(=O)(c1ccc(Cl)cc1)N1CCN(Cc2c[nH]c3ccccc23)CC1	22	-15	1	-6	19	-20	0	0.4	2
COc1cccc(C(=O)OCn2nnc3ccccc3c2=O)c1	6	-2	0	2	-10	-4	4	0.4	13
O=C(O)[C@H](Cc1c[nH]c2ccccc12)Nc1ncccc1[N+](=O)[O-]	-2	4	8	0	-3	0	-6	0.7	0
Cc1c(Cl)cccc1NC(=O)[C@@H](NC(=O)c1ccccc1Cl)C(C)C	-14	-8	0	-3	11	0	-18	-0.4	2
Cc1onc(-c2ccccc2)c1C(=O)Nc1sc2c(c1C#N)CCC(C)C2 (centres undefined)	6	-4	-3	-2	1	4	-60	4.9	10
C=CCn1c(SCC(=O)Nc2cc(C)nn2-c2ccccc2)nnc1C1CCCCC1	19	-2	2	-2	15	-5	-5	-2.3	1
COc1ccc(OC)c(S(=O)(=O)n2nc(C)cc2C)c1	19	0	0	-11	1	-2	3	1.1	2
COc1cccc(NC(=O)Nc2cc(C)on2)c1	12	-7	9	1	-22	4	9	1.3	14
Cc1cccnc1NC(=O)c1sc2ccccc2c1Cl	9	4	-9	-1	5	3	6	-0.9	-2
CCNC(=O)N1C[C@H]2CON(C)[C@H]2C[C@H]1c1ccccc1Br	10	0	4	0	7	-1	-12	0.2	1
O=C(Nc1ccc(N2CCCC2)c(Cl)c1)c1cccnc1	3	-2	0	-1	14	8	19	-0.4	-4
CCn1c(CNC(=O)c2ccccc2Br)nnc1SCC(=O)NC1=NCCS1	7	1	8	-4	-23	-1	1	1.3	1
CCNS(=O)(=O)c1ccc(CCC(=O)N2CCN(c3cc(Cl)ccc3C)CC2)cc1	-27	-9	-17	5	66*	-12	6	0.2	11
CCOC(=O)c1ccccc1NC(=O)c1cn(-c2ccc(C)c(C)c2)c(=O)c2ccccc12	23	1	0	1	22	-1	38	1.9	2
COc1ccc(Br)cc1C(=O)Nc1cccc2ncccc12	18	-1	-8	-3	-4	2	0	0.2	0
Cc1ccc(CNC(=O)c2cccc(S(C)(=O)=O)c2)cc1	19	2	4	-4	/	8	6	1.8	/
CC(C)(C)c1nc2ccccc2c2nnc(SCC(=O)NCc3ccco3)n12	-15	-5	5	0	9	-2	10	0.1	-1
Cc1cc(C(=O)NCC(=O)O)c(C)o1	-2	1	-3	2	20	-2	15	-1.1	14

(continued)
SMILES	CHO-K1 Ca PAM	M5 PAM	M5 antag	CHRM5 agonist	TAAR1 antagonist	CHRM4 PAM	CRFR2-BP antag	CRFR2-BP ag	TAAR1 agonist
Cc1ccc(C(=O)NCC(=O)OCC(=O)c2ccc(Br)s2)cc1	0	-2	-5	-4	-26	-4	-6	-0.5	0
Cc1c(C)c2c(OCC(=O)N[C@@H](CC(C)C)C(=O)O)cc3c(c2oc1=O)CCC(C)(C)O3	10	6	-4	-6	-6	6	8	-0.1	-1
CC(=O)COC(=O)CNC(=O)c1ccc(Br)cc1	22	7	1	-1	7	27	-6	4.4	3
CCOC(=O)c1csc(NC(=O)c2ccc(OCC)cc2)n1	12	-7	2	8	-13	-6	1	1.1	9
CC1(C)NC(=O)N(CC(=O)OCC(=O)c2ccc(Br)s2)C1=O	-5	-3	6	2	-14	8	0	0.2	0
COCCNC(=O)C1CCCN(S(=O)(=O)c2c(C)noc2/C=C/c2cccs2)C1 (centres undefined)	0	-1	2	0	-21	-6	18	-2.2	3
NC(=S)NN=C1C=CCCC1	11	-4	12	1	-5	3	-5	-0.6	0
COc1ccc(OCCNc2cc(N3CCCCC3)ccc2[N+](=O)[O-])cc1	14	-6	-2	-4	6	2	2	1.8	6
CCOC(=O)Cn1c(=O)c(-c2ccccc2NC)nc2ccccc21	17	3	9	-4	-3	5	1	-2.4	2
CC(C)[C@@H]1Cc2[nH]c(=S)[nH]c(=O)c2[C@H](CCc2ccccc2)O1	7	-4	-1	3	-20	7	/	/	5
N#CCCn1c(Cl)nc2ccccc21	7	7	-16	-2	5	10	-5	2.0	8
CCN(C(=O)c1coc(=O)c2ccccc12)c1cc(OC)ccc1OC	6	1	0	-8	5	-5	0	-1.0	9
CCOC(=O)C1=NN(c2ccccc2)C(=O)C1	7	6	-4	-3	-5	-10	-6	1.0	0
O=C(CC1C(=O)NCCN1Cc1cccc(F)c1F)NC1CCCCCC1 (centres undefined)	11	-8	-1	0	-6	1	-2	-0.5	1
Cc1cc(C)c(/C=N/n2c(C)cc(C)c(C#N)c2=O)c(C)c1	19	-4	1	-5	-1	9	-4	0.2	1
CSc1ccc(CN(C)C(=O)c2cccc(S(=O)(=O)N3CCN(Cc4ccccc4)CC3)c2)cc1	-13	-22	14	2	19	-10	5	3.1	4
CCCC(C)(C)NC(=O)CCCCC(=O)NC(C)(C)CCC	12	2	-5	-1	-3	-1	4	4.5	0
O=C(c1sc2cccc(Cl)c2c1Cl)N1CCN(CCc2ccccn2)CC1	-6	-5	6	-6	2	-4	3	-0.9	6
CCOc1ccccc1OCCCNCc1ccco1	21	1	-6	-4	-16	1	0	0.2	2
CC(=O)Nc1cccc(N/C(N)=N/c2nc(C)cc(C)n2)c1	21	0	-1	1	-3	2	13	-1.3	1
O=C(CCSc1ccc(Cl)cc1)Nc1cccnc1	28	-3	11	-2	-20	14	2	0.3	0
C=C1CCN(C(Cc2ccccc2)C(=O)OC)S(=O)(=O)c2ccc(F)cc21 (centres undefined)	14	11	0	0	13	10	-2	-0.8	-1
COc1ccc(Nc2ncnc3ccc(C)cc23)cc1	11	5	6	-1	7	-2	-4	0.1	-1
COc1ccc(-c2nnn(CC(=O)N(Cc3ccco3)C(C(=O)NCC3CCCO3)c3ccco3)n2)cc1 (centres undefined)	22	-3	3	-2	25	0	-4	-2.7	-1
CCCNc1ncnc2nc[nH]c12	-9	-2	0	2	-14	12	15	-1.1	0

Only CHRM4 PAM and TAAR1 agonist, for some of the entries so far:
SMILES | CHRM4 PAM | TAAR1 agonist
Cc1c(C)c2c(OCC(=O)N[C@@H](CC(C)C)C(=O)O)cc3c(c2oc1=O)CCC(C)(C)O3 | 6 | -1
CC(=O)COC(=O)CNC(=O)c1ccc(Br)cc1 | 27 | 3

New compounds follow
SMILES	CHO-K1 Ca PAM	M5 PAM	M5 antag	CHRM5 agonist	TAAR1 antagonist	CHRM4 PAM	CRFR2-BP antag	CRFR2-BP ag	TAAR1 agonist
O=C(CC1C(=O)NCCN1Cc1ccc(-c2ccccc2)cc1)NC1CCC1 (centres undefined)	9	1	-1	-1	8	-3	-2	-0.5	1
Cn1c(NCc2ccccc2F)nc2cc(-c3ccccc3)sc2c1=O	18	2	3	-1	8	6	/	/	2
O=C(NCCN1C(=O)S/C(=C\c2ccccc2F)C1=O)C1=COCCO1	4	-11	-8	2	-3	-15	4	-0.1	7
O=C(Nc1ccc(S(=O)(=O)NC2=NCCCCC2)cc1)c1cccs1	-14	-14	3	2	1	1	-5	-0.7	1
CCN(CC)C(=O)Cn1c(=O)n(CCCCCC(=O)Nc2ccccc2)c(=O)c2sccc21	14	-2	2	0	17	0	15	1.5	1
Cc1ccc(S(=O)(=O)NC(C)(C)CSc2ncccn2)cc1	13	5	7	0	-20	2	6	-0.9	1
COc1cc(CN(C)Cc2cc(=O)n3ccsc3n2)ccc1OC(F)F	-8	-25	22	5	-5	-10	9	18	3
Cc1cccc(-c2nc3ccc(C(=O)NCCN4CCN(C)CC4)cc3nc2-c2cccc(C)c2)c1	18	-11	4	-8	-14	-7	-16	1.3	6
CC1CCCN(S(=O)(=O)c2ccc(NC(=O)CN3CCCCC3)cc2)C1 (centres undefined)	1	-7	22	-8	-11	-9	-11	0.0	4
CCc1cccc(CC)c1NC(=O)C1CCN(C(=O)c2ccco2)CC1	18	-4	18	-6	0	-2	0	-0.8	1
COC(=O)C1=C(C(=O)OC)[C@@H]2N(C)c3ccccc3[C@@]23C[C@@H](CO)N(C(=O)NCCBr)C3=N1	3	-6	15	1	0	7	7	-0.8	2
CCCOc1ccc(C(=O)NCCN2CCOCC2)cc1	11	8	-1	0	6	0	7	-1.2	-1
CCCCN(C(=O)Nc1ccc(OCC)cc1)C1CCN(C(C)=O)CC1	15	-2	1	0	7	8	9	0.1	4
CCCOc1ccccc1Nc1nnc(C)c(=O)[nH]1	-6	0	1	-2	5	-9	2	-1.0	20
Oc1ccc(-c2nc3ncccn3c2Nc2ccc3c(c2)OCCO3)cc1	16	-2	13	-3	6	8	2	-2.4	13
Fc1ccc(-c2nnc(N3CCOCC3)c3ccccc23)cc1F	14	-3	17	2	-4	0	-3	-0.2	6
CN(Cc1cnccn1)C(=O)CC1C(=O)NCCN1Cc1ccc(F)cc1Cl (centres undefined)	-8	0	3	1	-15	6	5	2.9	0
COc1ccc(C)cc1NC(=S)N1CCN(S(C)(=O)=O)CC1	27	0	6	-2	-8	-3	16	-0.3	5
CCOc1ccc(C(C#N)N2CCOCC2)cc1OC (centres undefined)	9	-2	-4	-5	3	4	13	0.3	4
CCN(CC)S(=O)(=O)c1ccc(N2CCOCC2)c(NC(=O)c2sccc2C)c1	-16	-6	12	2	-30	6	4	1.4	2
O=C(N=C1c2ccccc2CN1c1cccc(Cl)c1)c1cccnc1	1	2	-15	-5	-23	7	-5	0.3	0

3 records picked at random from those above, as already listed:
SMILES	CHO-K1 Ca PAM	M5 PAM	M5 antag	CHRM5 agonist	TAAR1 antagonist	CHRM4 PAM	CRFR2-BP antag	CRFR2-BP ag	TAAR1 agonist
CCNS(=O)(=O)c1ccc(CCC(=O)N2CCN(c3cc(Cl)ccc3C)CC2)cc1	-27	-9	-17	5	66*	-12	6	0.2	11
CCOc1ccccc1OCCCNCc1ccco1	21	1	-6	-4	-16	1	0	0.2	2
COc1ccc(Nc2ncnc3ccc(C)cc23)cc1	11	5	6	-1	7	-2	-4	0.1	-1

High-throughput results (PubChem)
